# Bioassay records (PubChem BioAssay)
# HEK293 cAMP ctrl = parental HEK293 cAMP activation (counter-screen). Potency, µM (top dose mostly 57.1 µM), for inactives: at the highest dose activation, actives largely listed as activators. parental HEK293 CNG cAMP sensor, membrane potential fluorescence. hit rate 2.5% among 73,000; further: potency means the concentration at half of the fitted maximal effect; % of control where 0% means no effect; nearly all actives have a fitted effect of over 55% in size
#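 Parental HEK 293 cells stably expressing a cAMP-gated CNG channel were loaded with membrane potential dye containing 100 uM RO 20-1724 for 60 min. Compound added for 30 min; depolarization read as fluorescence intensity at 590 nm.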
# A350 fluor = compounds fluorescent in Alexa 350 spectral region; max dye-equivalent concentration, M; AID 590; Compound autofluorescence, 340/450 nm, Alexa 350 dye-equivalents; stronger effect = higher value; hit rate 11% among 59,000; in the data active means max dye-equivalent concentration above about 10 nM; inconclusive means mostly about 1.1 nM to 9.6 nM
# Casp1 inh = caspase-1 (human) inhibition, allosteric or competitive | P29466 | Potency, µM (highest dose often 57.5 µM), for inactives: at the highest dose activity change, negative = inhibition, usual class: inhibitors | Caspase-1 enzyme, Ac-WEHD-AFC fluorogenic rate | hit rate 0.03% among 75,000 | AID 900;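 further: potency means the concentration at half of the fitted maximal effect; plate controls were vehicle for no effect and no substrate for full effect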
# Target sequence (P29466 120-297 limits assumed): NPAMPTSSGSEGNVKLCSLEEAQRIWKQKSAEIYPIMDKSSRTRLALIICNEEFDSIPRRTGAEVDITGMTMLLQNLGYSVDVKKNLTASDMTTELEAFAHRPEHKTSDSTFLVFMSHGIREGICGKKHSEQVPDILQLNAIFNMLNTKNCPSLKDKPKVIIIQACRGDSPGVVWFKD
# Target sequence (P29466 317-404 limits assumed): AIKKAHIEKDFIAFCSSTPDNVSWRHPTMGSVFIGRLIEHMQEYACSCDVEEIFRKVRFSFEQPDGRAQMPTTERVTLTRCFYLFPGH
# Texas Red fluor = compounds fluorescent in Texas Red spectral region. Compound fluorescence, Texas Red channel, 547/618 nm; stronger effect = higher value. max dye-equivalent concentration, M. hit rate 0.06% among 59,000. AID 587; in the data active means max dye-equivalent concentration above about 10 nM; inconclusive means between about 1.1 nM and that limit
#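 Texas Red-region profiling: compounds in 100 mM Tris pH 8.0 were read at 547/618 nm after 15 min at room temperature. Intensities were normalized against a six-point Texas Red standard series to give dye-equivalent concentration.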
# ERK AVP block = vasopressin-driven ERK pathway inhibition. HEK293-V1b, vasopressin-stimulated pERK AlphaScreen. Potency, µM (doses to about 57.5 µM), inactives show top-dose activity, negative = inhibition, actives largely listed as inhibitors. hit rate 0.99% among 72,000. AID 995; further: potency means the concentration at half of the fitted maximal effect; on the % scale 0 is the no-effect control and ±100 the full control effect; nearly all actives have a fitted effect of over 55% in size
#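 Phosphorylated ERK1/2 detected via AlphaScreen bead proximity in lysates of V1b-expressing HEK293 cells given 25 nM vasopressin for 5 min after 30 min compound exposure (37 °C). AC50 from Hill equation; basal DMSO 0%, vasopressin 100%.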
# Casp7 inh = blocks human caspase-7 allosterically or competitively. Potency, µM (titrated, usually from 57.5 µM), for the others: top-dose activity change, negative = inhibition, hits mostly inhibitors. recombinant caspase-7, Ac-DEVD-AFC fluorescence rate. hit rate 0.02% among 75,000. AID 889; active means well fitted inhibition curve with a large enough effect in the main read-out, with a control signal flat, not every such curve was filed as active; inconclusive means small, poorly fitted or top-dose-only effect, or a change in a side signal; further: potency means the concentration at half of the fitted maximal effect; % of control where 0% means no effect
# Tau fil binding = binders of human tau filaments; P10636; recombinant tau filaments, thioflavin S fluorescence, 15 h; filaments grown with octadecylsulfate alongside compound; Potency, µM (top dose mostly 57.1 µM), inactives show at the highest dose activity change, negative = inhibition; hit rate 2% among 71,000; AID 596;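 further: potency means the concentration at half of the fitted maximal effect; on the % scale 0 is the no-effect control and ±100 the full control effect; actives lower thioflavin S fluorescence by blocking filaments or displacing dye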
#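 ThS-based fibril read: tau 1 uM final, inducer ODS 30 uM final, 37 C for 15 h, ex 450/em 510 nm.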
# Rhodamine autofl = compound autofluorescence in rhodamine spectral region; Rhodamine-region fluorescence, 547/598 nm, Tris buffer; stronger effect = higher value; max dye-equivalent concentration, M; hit rate 0.05% among 59,000; in the data active means max dye-equivalent concentration above about 11 nM; inconclusive means between about 1.1 nM and that limit
#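 A six-point rhodamine series on each plate calibrates the signal. Compounds sit in 100 mM Tris (pH 8.0) for 15 min at ambient temperature before imaging through 547 nm/598 nm filters.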
# Luciferase inh = blocks Photinus pyralis firefly luciferase activity. P08659. purified firefly luciferase, luminescence, 8 min. hit rate 2.2% among 72,000. Potency, µM (top dose mostly 57.1 µM), for inactives: at the top dose activity change, negative = inhibition, usual class: inhibitors; further: potency means the concentration at half of the fitted maximal effect; on the % scale 0 is the no-effect control and ±100 the full control effect; nearly all actives have a fitted effect of over 40% in size
# Target sequence (P08659 whole entry, looked up): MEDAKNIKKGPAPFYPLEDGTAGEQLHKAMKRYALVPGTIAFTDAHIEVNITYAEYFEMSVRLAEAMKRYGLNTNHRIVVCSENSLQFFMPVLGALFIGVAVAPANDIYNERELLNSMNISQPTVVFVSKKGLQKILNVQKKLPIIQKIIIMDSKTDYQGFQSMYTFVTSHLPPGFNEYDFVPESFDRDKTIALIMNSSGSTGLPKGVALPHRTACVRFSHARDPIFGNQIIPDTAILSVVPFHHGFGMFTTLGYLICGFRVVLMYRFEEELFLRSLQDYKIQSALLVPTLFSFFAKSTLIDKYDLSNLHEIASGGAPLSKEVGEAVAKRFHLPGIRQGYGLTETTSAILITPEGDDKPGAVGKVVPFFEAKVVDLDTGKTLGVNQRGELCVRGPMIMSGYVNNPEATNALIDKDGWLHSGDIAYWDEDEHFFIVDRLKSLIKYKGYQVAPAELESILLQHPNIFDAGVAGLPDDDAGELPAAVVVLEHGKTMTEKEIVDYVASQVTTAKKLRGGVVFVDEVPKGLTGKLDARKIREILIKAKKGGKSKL
#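 Titration-based qHTS; buffer 50 mM imidazole pH 7.2, 50 mM KCl, 7 mM MgCl2, 10 uM ATP, 0.01% Tween 20, 0.05% BSA; luciferase/luciferin detector mix added after compound; 8 min, ambient; luminescence.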
# 4MU fluor = 4-MU region autofluorescence | compound autofluorescence, 340/450 nm, 4-MU equivalents; stronger effect = higher value | AID 589 | hit rate 11% among 59,000 | max dye-equivalent concentration, M; in the data active means max dye-equivalent concentration above about 10 nM; inconclusive means mostly about 1.1 nM to 9.6 nM
#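 Compounds in 100 mM Tris, pH 8.0, sat 15 min at room temperature before fluorescence was read at 340 nm excitation/450 nm emission; a per-plate six-point 4-MU standard curve converted signals to dye-equivalent concentration at each compound concentration.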
# Fluorescein fluor = compound fluoresces in the fluorescein spectral region. Compound autofluorescence, 480/540 nm, fluorescein-equivalent; stronger effect = higher value. max fluorescein-equivalent concentration, M. hit rate 0.91% among 59,000; in the data active means max fluorescein-equivalent concentration above about 10 nM; inconclusive means between about 1.1 nM and that limit
#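 Normalized response (dye-equivalent concentration) derives from comparing each well's 540 nm emission, under 480 nm excitation, with plate-resident fluorescein standards. Compounds were held in 100 mM Tris, pH 8.0, for 15 min at room temperature.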
# * hit, by the source's call; i = inactive; u = inconclusive; x = no result given; [ ] = dose if it differs, or a comment. Unless noted, the call rests on the fitted dose curve; in most records, active means well fitted curve in the direction sought with a large enough effect; inconclusive means small, poorly fitted or top-dose-only effect, or another doubt; inactive means no such curve, though single readings can be large; an effect the other way counts as inactive or inconclusive.
mol	HEK293 cAMP ctrl	A350 fluor	Casp1 inh	Texas Red fluor	ERK AVP block	Casp7 inh	Tau fil binding	Rhodamine autofl	Luciferase inh	4MU fluor	Fluorescein fluor
CCN(CC)S(=O)(=O)c1ccc(NC(=O)Cn2c(=O)oc3ccccc32)cc1	-6%	i	1%	i	-3%	3%	214%	i	6%	i	i
NC(=O)C1CCN(C(=O)CN2CCc3ccccc32)CC1	5%	i	0%	i	-12%	-2%	-23%	i	3%	i	i
C=CCOc1ccc2c(c1)c(S(=O)(=O)c1ccc(C)cc1)cn2COC	29%	i	-1%	u	-13%	-2%	1%	i	0%	i	i
CC1C=CCC2C(=O)N(c3cccc(C(=O)N4CCN(c5ccc(F)cc5)CC4)c3)C(=O)C12 (stereo not given)	14%	i	-5%	i	u	-10%	2%	i	1%	i	i
Cc1ccc(C)c(S(=O)(=O)C(C#N)c2nc3ccccc3nc2N2CC(C)OC(C)C2)c1 (stereo not given)	4%	u	-17%	i	4%	-14%	-3%	i	2%	u	i
Cc1ccc(C(C)C)c(OCCn2c(=O)oc3ccccc32)c1	28%	i	-1%	i	20%	-1%	1%	i	-1%	i	i
O=C1CC(N2CCOCC2)C(=O)N1c1cccc(Cl)c1 (stereo not given)	6%	x	0%	x	-24%	0%	2%	x	2%	x	x
CN1CCc2ccccc2C1C1CCNCC1 (stereo not given)	13%	i	1%	i	7%	0%	-18%	i	1%	i	i
CCCCC(C(=O)O)C(C)CC(=O)Nc1ccn(-c2ccccc2)n1 (stereo not given)	15%	u	-2%	u	-29%	-2%	-1%	i	1%	i	i
CCOC(=O)[C@H](CCc1ccccc1)N[C@@H](C)C(=O)N1[C@H](C(=O)O)C[C@H]2CCC[C@@H]21	1%[25.6 µM]	i	-4%[25.7 µM]	i	-10%[25.7 µM]	0%[25.7 µM]	13%[25.6 µM]	i	-1%[25.5 µM]	i	1e-08M*
Nc1nc(NCCc2ccc(O)cc2)nc2nc(-c3ccco3)nn12	2%	x	-4%	x	u	2%	32µM*	x	-2%	x	x
N#C/C(=C\Nc1ccc2c(c1)OCCO2)c1nc2ccccc2[nH]1	-11%	u	u	u	-28%	-20%	-17%	i	-26%	u	u
COc1cccc(C2C(C(=O)OC(C)C)=C(C)Nc3ncnn32)c1 (stereo not given)	5%	i	0%	i	11%	1%	-4%	i	-1%	i	i
CCN(CC)S(=O)(=O)c1cc(-c2nnc(-c3ccc(Br)cc3)o2)ccc1Cl	u	x	0%	x	33%	-2%	109%	x	1%	x	x
O=C(NCCN1CCOCC1)c1ccc2c(c1)N(Cc1ccccc1)C(=O)CS2	6%	u	1%	u	4%	1%	-2%	i	1%	u	u
O=c1c2ccccc2nc(SCc2nnc(-c3ccccc3Br)o2)n1Cc1ccco1	u	i	-6%	i	-8%	-2%	40%	i	1%	i	i
CCOC(=O)c1cnc2ccc(Br)cc2c1NCC(C)O (stereo not given)	16%	x	-2%	x	-19%	0%	5%	x	2%	x	x
CCCN1C2=NCCN2c2ccccc21	10%	i	1%	i	15%	-1%	-3%	i	0%	i	i
CCCn1c(-c2ccc(OC)cc2)nc2ccccc21	25µM*	x	-3%	x	-25%	1%	4%	x	-5%	x	x
CCOC(=O)c1cnc2c(-c3ccccc3)cnn2c1N	4%	2.9e-08M*	0%	i	-7%	1%	-11%	i	2.5µM*	3.1e-08M*	i
O=c1[nH]cnc2nc3n(c12)CCCCC3	11%	i	0%	i	-16%	-1%	-1%	i	1%	i	i
Cc1cccc(NC(=O)CSc2nnc(-c3ccc(S(=O)(=O)N4CCCC4)cc3)o2)c1	10%	i	-5%	u	1%	-21%	-10%	i	0%	i	i
Cc1ccnc(NC(=O)C23CC4CC(CC(C4)C2)C3)c1	1%	i	0%	i	-15%	-1%	-13%	i	-7%	i	i
Cn1c(=O)c2c(nc(SCCCC#N)n2Cc2c(F)cccc2Cl)n(C)c1=O	10%	x	-1%	x	x	1%	-5%	x	-3%	x	x
COc1ccc(C(=O)Nc2cc(OC)ccc2OC)cc1	14%	i	-2%	i	-4%	-1%	9%	i	20µM*	i	u

# Entries of single compounds as entered above:
# Cc1ccc(C(C)C)c(OCCn2c(=O)oc3ccccc32)c1 across the screens: HEK293 cAMP ctrl: 28%; A350 fluor: i; Casp1 inh: -1%; Texas Red fluor: i; ERK AVP block: 20%; Casp7 inh: -1%; Tau fil binding: 1%; Rhodamine autofl: i; Luciferase inh: -1%; 4MU fluor: i; Fluorescein fluor: i
# O=C(NCCN1CCOCC1)c1ccc2c(c1)N(Cc1ccccc1)C(=O)CS2 across the screens: HEK293 cAMP ctrl: 6%; A350 fluor: u; Casp1 inh: 1%; Texas Red fluor: u; ERK AVP block: 4%; Casp7 inh: 1%; Tau fil binding: -2%; Rhodamine autofl: i; Luciferase inh: 1%; 4MU fluor: u; Fluorescein fluor: u

# The main list resumes, starting 3 compounds before the break.
mol	HEK293 cAMP ctrl	A350 fluor	Casp1 inh	Texas Red fluor	ERK AVP block	Casp7 inh	Tau fil binding	Rhodamine autofl	Luciferase inh	4MU fluor	Fluorescein fluor
Cc1ccnc(NC(=O)C23CC4CC(CC(C4)C2)C3)c1	1%	i	0%	i	-15%	-1%	-13%	i	-7%	i	i
Cn1c(=O)c2c(nc(SCCCC#N)n2Cc2c(F)cccc2Cl)n(C)c1=O	10%	x	-1%	x	x	1%	-5%	x	-3%	x	x
COc1ccc(C(=O)Nc2cc(OC)ccc2OC)cc1	14%	i	-2%	i	-4%	-1%	9%	i	20µM*	i	u
CCOC(=O)c1ccccc1NC(=O)CSc1nc2c(c(=O)n(C)c(=O)n2C)n1C	u	i	-2%	i	23%	3%	-8%	i	2%	i	u
Cn1nnnc1SCC(=O)Nc1ccc(Oc2ccc(Cl)cc2)cc1	u	u	0%	i	4%	-3%	29%	i	0%	u	i
Cn1ncc2c(NCCc3ccccc3)nc(Cl)nc21	6%[11.4 µM]	i	2%[11.5 µM]	i	-4%[11.5 µM]	2%[11.5 µM]	4%[11.4 µM]	i	0%[11.4 µM]	i	i
O=C(CCCOc1ccccc1)Nc1nccs1	5%	i	-1%	i	22%	0%	-1%	i	0%	i	i
COc1ccc(C(c2nnnn2Cc2cccs2)N2CCN(c3ccccc3F)CC2)cc1OC (stereo not given)	u	i	-1%	i	7%	0%	-1%	i	-1%	i	u
CCc1c(O)nc(SCC(=O)Nc2ccc(OC)cc2)n(C2CCCCC2)c1=O	1%	u	-2%	i	1%	-8%	-3%	i	2%	u	i
CN(C)c1nc2n(c(=S)n1)CCS2	x	i	x	i	x	x	x	i	1%[25.5 µM]	i	i
CCOC(=O)CSc1nnnn1-c1cccc2ccccc12	12%	i	-1%	u	-14%	-1%	6%	i	3%	i	i
O=C1CC(c2ccc(F)cc2)Cc2nc(N3CCOCC3)ncc21 (stereo not given)	8%	u	0%	i	-13%	1%	8%	i	-1%	i	u
OCCNc1nc2ccccc2n1-c1ccccc1	u	i	1%	u	-2%	0%	-4%	i	0%	i	i
CCNc1nc(Oc2ccc(C(=O)OC)cc2)nc(N(C)C)n1	-1%	i	-1%	i	-24%	-1%	8%	i	-1%	i	i
CC(C(=O)NCC1CCCO1)N(C(=O)c1snc(C(N)=O)c1N)c1ccccc1 (stereo not given)	8%	2.4e-07M*	-10%	i	7%	-7%	3%	i	1%	2.8e-07M*	i
O=C(CCn1cnc2ccccc2c1=O)Nc1ccc(S(=O)(=O)N2CCCC2)cc1	-6%	i	1%	i	-15%	-3%	-5%	i	1%	i	i
CC(C)C(=O)Nc1cccc(C(=O)NCc2ccc3c(c2)OCO3)c1	6%	u	0%	u	-6%	0%	4%	i	0%	i	u
CCOc1ccc2nc(NC(=O)CN3CCC(n4nnc5cc(F)ccc54)CC3)sc2c1	26%	i	-6%	i	-2%	-5%	12%	i	0%	i	i
COCCNC(=O)c1cc(-c2ccccc2OC)on1	1%	x	-1%	x	-6%	-1%	-12%	x	u	x	x
Cc1ccc2oc(-c3ccccc3C(=O)O)cc(=O)c2c1	9%	i	-1%	i	-7%	-1%	-8%	i	3%	i	i
CC(C)(C)C1CCc2c(sc(N)c2C(N)=O)C1 (stereo not given)	19%	i	-3%	i	3%	-3%	-17%	i	-6%	i	i
CC(=O)OCCNC(=O)Cn1cnc2c1c(=O)n(C)c(=O)n2C	4%	i	1%	i	u	1%	2%	i	3%	i	i
O=C(Nc1nnc(C2CCCC2)s1)C1CCN(S(=O)(=O)c2ccc(Cl)cc2)CC1	1%	i	1%	u	8%	5%	3%	i	-38%	i	u
Cn1cc(-c2nc3cnc(N4CCNCC4)nc3n(-c3ccccc3)c2=O)c2ccccc21	20%	i	u	i	1%	u	i	i	-1%[11.4 µM]	i	u
CCOc1ccccc1C(=O)NCC(=O)OCC(=O)N1C(C)CCCC1C (stereo not given)	-5%	u	0%	i	-6%	0%	0%	i	1%	u	u
CC12CCCCC1(O)[N+](=O)C1=C(CCCC1)N2[O-] (stereo not given)	11%	i	-2%	u	8%	-1%	-2%	i	1%	i	u
CC(C)NC(=O)CSc1nnc2sc3ccccc3n12	-1%	i	1%	i	-11%	-1%	2%	i	-9%	i	u

# This is a subset; rates above refer to the full screens.
